LMPTP block: LMPTP (human) inhibition. P24666. recombinant LMPTP-A, OMFP fluorogenic substrate, fluorescence intensity. inhibition, % at 20 µM. hit rate 0.22% among 360,000. AID 651560;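 active = compounds that cut the enzyme signal by at least half of the control window in the single-dose screen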;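 note: plate controls were DMSO wells with enzyme plus substrate for no effect and substrate without enzyme for full effect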
Target sequence (P24666 whole entry, looked up): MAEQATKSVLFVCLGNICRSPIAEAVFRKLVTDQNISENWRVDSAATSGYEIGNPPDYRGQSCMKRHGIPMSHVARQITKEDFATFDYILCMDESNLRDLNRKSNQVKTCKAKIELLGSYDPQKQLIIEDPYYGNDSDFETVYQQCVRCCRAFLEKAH
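Assay system: LMPTP-A, protein tyrosine phosphatase of low molecular weight / Medium: pH 6.0 Bis-Tris buffer with DTT and Triton X-100 / Schedule: 50 min enzyme reaction at room temperature, protected from light / Measured by: endpoint fluorescence intensity from OMFP dephosphorylation / Read-out basis: % inhibition relative to no-enzyme and uninhibited control wells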
Neddylation inh: cullin neddylation inhibition; calls only at 25 µM; AID 651699; TR-FRET cullin neddylation, biochemical; P61081+Q13564; hit rate 0.58% among 360,000; in the data active = inhibition above about 36%
TbMetRS inhib: blocks T. brucei methionyl-tRNA synthetase activity; purified T. brucei MetRS, ATP depletion, Kinase-Glo luminescence; inhibition, % at 11.9 µM; hit rate 0.4% among 360,000; AID 624268;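 active = inhibition above a per-plate cutoff of the control wells' mean inhibition plus 3 SD, cut at about 5.5% in these data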;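 note: 0% = DMSO wells median and 100% = median of wells with control inhibitor compound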
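Material – parasite MetRS enzyme · Medium – HEPES-MgCl2-KCl buffer plus DTT, spermine, BSA, pyrophosphatase · Reagent – ATP, methionine and E. coli bulk tRNA substrates · Times – 15 min enzyme-compound preincubation, 2 h reaction, 10 min detection, 25 °C · Measured by – luminescence of leftover ATP · Evaluation – percent inhibition relative to median high and low control wells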
SUMO1 PPI mod: SUMO1-SIM interaction modulation; P63165; SUMO1 binding to a labelled peptide, TR-FRET, 1 h; inhibition, % at 20 µM; hit rate 0.33% among 360,000; AID 602429; in the data active = inhibition above about 37%
Target sequence (P63165 whole entry, looked up): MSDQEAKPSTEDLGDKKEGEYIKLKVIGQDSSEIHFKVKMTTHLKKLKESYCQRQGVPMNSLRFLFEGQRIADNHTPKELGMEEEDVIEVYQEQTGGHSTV
STEP block: inhibitors of human striatal-enriched phosphatase STEP; P54829; recombinant STEP, OMFP fluorogenic substrate, fluorescence; AID 588621; hit rate 0.25% among 360,000; inhibition, % at 20 µM;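 active = inhibition at 20 µM, scaled per plate between control wells, above about 37%, limit read from the data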;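 note: 0% = DMSO with enzyme and substrate and 100% = substrate only without enzyme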
Target sequence (P54829 whole entry, looked up): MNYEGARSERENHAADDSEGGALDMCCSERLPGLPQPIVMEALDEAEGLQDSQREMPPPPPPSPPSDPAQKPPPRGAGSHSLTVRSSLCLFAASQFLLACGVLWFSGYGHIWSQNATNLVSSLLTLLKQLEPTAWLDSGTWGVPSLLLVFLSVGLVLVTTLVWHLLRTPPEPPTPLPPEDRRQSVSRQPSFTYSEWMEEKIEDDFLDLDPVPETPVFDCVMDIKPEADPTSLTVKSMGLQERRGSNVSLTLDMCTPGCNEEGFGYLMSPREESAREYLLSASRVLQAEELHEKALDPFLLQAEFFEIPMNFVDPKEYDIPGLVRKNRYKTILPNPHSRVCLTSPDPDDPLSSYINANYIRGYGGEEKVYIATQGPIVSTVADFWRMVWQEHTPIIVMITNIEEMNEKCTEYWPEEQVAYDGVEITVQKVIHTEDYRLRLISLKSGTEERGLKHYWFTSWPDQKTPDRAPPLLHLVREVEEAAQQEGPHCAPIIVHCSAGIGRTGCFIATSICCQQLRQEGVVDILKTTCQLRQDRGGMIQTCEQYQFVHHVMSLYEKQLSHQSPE
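Assay system: isolated STEP enzyme. Buffer or medium: pH 6.0 Bis-Tris with DTT and Tween 20. Also added: fluorogenic phosphatase substrate OMFP at 25 µM final. Dosing: 20 µM, 1% DMSO. Timing: 20 min reaction, room temperature, in the dark. Measured by: fluorescence intensity, excitation 480 nm, emission 540 nm. Evaluation: normalized % inhibition.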
NadD block: NadD (S. aureus) enzyme inhibition. inhibition, % at 20 µM. hit rate 0.78% among 360,000. purified NadD enzyme, colorimetric absorbance read-out. AID 602399; in the data active = inhibition above about 26%; note: some compounds past the cut are filed as inactive
CendR NRP1 mod: modulators of CendR peptide binding to human neuropilin-1; O14786; FAM-RPARPAR peptide binding to NRP-1, fluorescence polarization; inhibition, % at 25 µM; hit rate 0.85% among 360,000; AID 602438;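 active = inhibition or corrected inhibition above about 18%, plus a signal ratio from 0.5 to 1.5, limit read from the data, passing the limit was not always enough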; note: strong numbers were not always called active
SKN-1 block: blocks SKN-1 activity in C. elegans; C. elegans VP596 Pgst-4::GFP/RFP ratio, acrylamide-induced, 24 h; inhibition, % at 21.8 µM; hit rate 0.49% among 360,000; AID 624304;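 active = interference check ratio from 0.5 to 1.5 plus GFP to RFP signal ratio inhibition reaching or exceeding a fixed threshold, cut at about 30% in these data, passing the limit was not always enough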; note: some compounds called inactive have numbers as strong as hits
DNMT1 inh: DNMT1 (human) enzyme inhibition; P26358; DNMT1 molecular beacon, Hinp1I cleavage, fluorescence; inhibition (reported as % activation of signal), % at 10 µM; hit rate 0.83% among 360,000; in the data active = inhibition above about 50%
Scp-1 inhibitor: inhibitors of human Scp-1 phosphatase | Recombinant Scp1, phosphopeptide, malachite green phosphate absorbance | inhibition, % at 20 µM | hit rate 0.88% among 340,000 | AID 493091;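 active = inhibition above about 50% at 20 µM, limit read from the data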;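 note: plate controls were DMSO wells with enzyme for no effect and wells lacking enzyme for full effect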
Target sequence (Q9GZU7 76-261 limits assumed): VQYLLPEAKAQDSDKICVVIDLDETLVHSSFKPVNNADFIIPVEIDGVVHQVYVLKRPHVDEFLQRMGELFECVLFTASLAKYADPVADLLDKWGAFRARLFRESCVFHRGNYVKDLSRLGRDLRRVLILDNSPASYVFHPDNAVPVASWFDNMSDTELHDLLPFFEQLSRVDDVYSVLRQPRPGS
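Test system: SCP-1 catalytic domain; Buffer or medium: Acidic Tris acetate buffer with magnesium and detergent; Also added: Phosphorylated 17-residue peptide substrate; Compound: single 20 µM dose, 1% DMSO; Schedule: enzyme reaction 45 min at room temperature, colour 5 min, stabilisation 30 min; Signal: Phosphate-binding colour reagent, absorbance read at 630 nm.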
* marks the source's active call; other numbers are inactive results; i = inactive; nt = not tested or not shown; & = joins results of further samples; ! = a repeat was not active.

SMILES | LMPTP block | Neddylation inh | TbMetRS inhib | SUMO1 PPI mod | STEP block | NadD block | CendR NRP1 mod | SKN-1 block | DNMT1 inh | Scp-1 inhibitor
O=C(CCS(=O)(=O)c1cccc2nonc12)NCCc1ccccc1Cl | -0.5 | i | 1.4 | -25 | 0 | 1 | 3 | 17 | -1 | -10
Cc1nn2c(N3CCN(C4CCCC4)CC3)cc(C(C)(C)C)nc2c1-c1ccccc1 | -0.3 | nt | -0.1 | -1 | 2 | -12 | 11 | 9 | -2 | -13
CN(C(=O)COc1ccc(Br)cc1Cl)C1CCCCC1 | 0.1 | i | 1.2 | 5 | -3 | -4 | -38 | 1 | -1 | -6
CSc1nc(N2CCN(Cc3ccc4c(c3)OCO4)CC2)c2ccccc2n1 | 2.0 | i | -0.1 | 1 | -2 | -4 | 2 | -12 | -4 | 2
O=[N+]([O-])c1ccc(NN=CCCc2ccccc2)nc1 | 1.9 | i | -0.3 | -10 | -2 | 7 | -8 | -7 | 8 | 9
Cc1cccc(CC2S/C(=N/N=C/c3ccco3)N(c3ccccc3)C2=O)c1 (stereo not drawn) | 0.4 | i | -0.5 | -1 | 0 | -1 | -13 | -7 | 15 | 2
Cc1ccc(-n2ccc(=O)c(C(=O)Nc3ccc(S(=O)(=O)Nc4onc(C)c4C)cc3)n2)cc1 | 2.4 | i | 1.1 | -9 | 1 | 2 | -7 | 3 | 1 | 13
COc1cc(OC)cc(C(=O)NCC(=O)NC(C)c2ccccc2)c1 (stereo not drawn) | -2.1 | i | -1.1 | -1 | -3 | -4 | -6 | -4 | 0 | 3
COc1cccc(Nc2ccc([N+](=O)[O-])c3nonc23)c1 | 13 | i | -0.4 | -80 | 8 | -1 | -64 | 26 | -9 | -5
Cc1cc2ncn(C(=O)N3CCCC3)c2cc1C | 0.2 | i | -1.0 | -1 | -4 | -6 | -6 | 0 | 2 | 2
COc1ccc(Br)cc1CN(C)C(=O)c1ccccc1SCC(=O)N1CCCC1 | 1.1 | i | -0.5 | -5 | 3 | -5 | 14 | -27 | 4 | -1
O=C(CSc1nnc(Cc2ccccc2)o1)NCc1ccco1 | -0.3 | i | -0.8 | 1 | -1 | 2 | -11 | 9 | 1 | -13
CC(C)(C)Cc1nnc(NS(=O)(=O)c2ccccc2)s1 | -0.6 | i | -0.6 | 4 | -2 | -3 | 6 | 6 | 2 | -2
CC(=O)Nc1ccc(-c2csc(NCc3ccccc3)n2)cc1 | -0.1 | i | 0.4 | -11 | 2 | -3 | -5 | 13 | -17 | -6
CN(Cc1cn(-c2ccccc2)nc1-c1ccc(F)cc1)C(=O)CCC(=O)O | -0.4 | i | -0.6 | 2 | 0 | -3 | 9 | -2 | 2 | 17
CCOc1ccccc1NC(=O)c1c(Br)cnn1C | -0.9 | i | -1.4 | 2 | -3 | -4 | 6 | 3 | 2 | -9
Cc1cc(C)n(C(=O)CN2C(=O)COc3ccccc32)n1 | -1.3 | i | -0.1 | -1 | 0 | -4 | 0 | 15 | 7 | 0
O=C(COC(=O)CCc1nc2ccccc2c(=O)[nH]1)Nc1ccccc1OC(F)F | 0.3 | i | -0.5 | 1 | -2 | -4 | -7 | -2 | 1 | -3
O=C(Nc1ccc(-c2cn3ccsc3n2)cc1)C1CCCC1 | 0.9 | i | -1.5 | 9 | 1 | 2 | -1 | -15 | -3 | 0
O=C(Nc1ccc2ccccc2c1)C(C1CC1)n1c(=O)c(-c2cc3ccccc3[nH]2)nc2ccccc21 (stereo not drawn) | 5.1 | nt | -0.9 | 0 | nt | nt | -18 | 7 | nt | nt
Cc1ccc2c(C(=O)CN3CCCCC3)c(C)[nH]c2c1 | -1.5 | i | -0.3 | 0 | -1 | -6 | -5 | 1 | 0 | -10
C#CCOCCOCCOCCNc1nc(N2CCN(C(=O)Cn3cc(CCO)nn3)CC2)nc(N2CCN(C(=O)[C@H]([C@@H](C)O)n3cc(CCCCN)nn3)CC2)n1 | -6.1 | i | 0.0 | 5 | 0 | -5 | -8 | 2 | 6 | -6
Cc1cc(C)nc(-n2ncc3c2CCCC3=O)n1 | 0.1 | i | -0.3 | 1 | 3 | 0 | 11 | 12 | 2 | -1
Cc1csc(-c2cc(C(=O)NCc3ccc(F)cc3)n[nH]2)c1 | 1.3 | i | -0.1 | 4 | 0 | 0 | 4 | 16 | 0 | nt
Cc1ccccc1NC(=O)CCC(=O)N/N=C/c1ccncc1 | -2.5 | i | 0.0 | -5 | 0 | -4 | -2 | 9 | -1 | -16
Cc1nnc(SCC(=O)NC2CCCCC2)s1 | -0.1 | i | -0.5 | 3 | -3 | 0 | -4 | -5 | 1 | 1
O=C(Nc1cnn(Cc2ccc(F)cc2)c1)c1cnn2c(C(F)F)cc(-c3ccccc3)nc12 | 3.2 | i | -0.5 | -4 | 7 | -2 | -2 | 5 | 17 | 2
CCCCC1(Br)C(=O)N(c2ccccc2)N(c2ccccc2)C1=O | 0.3 | i | -0.8 | 5 | -5 | -1 | -31 | 1 | 6 | 46
COCCN(C(=O)c1cc2c(s1)CCCCC2)c1c(N)n(CC(C)C)c(=O)[nH]c1=O | 0.6 | i | -0.6 | 0 | -2 | 11 | 13 | 10 | -2 | 12
CCCCc1nnc(NC(=O)Cc2ccc(S(=O)(=O)N3CCOCC3)s2)s1 | -0.3 | i | -0.3 | -8 | -1 | 9 | -61 | 18 | -4 | -2
COCCCN1C(=O)C(=O)/C(=C(/O)c2ccc(S(=O)(=O)N3CCCCC3)cc2)C1c1ccc(F)cc1 (stereo not drawn) | -0.9 | i | -0.8 | -9 | 1 | 14 | -3 | 3 | -2 | 19
O=C(NCCN1CCOCC1)C1CC(=O)N(c2ccc(F)c(Cl)c2)C1 (stereo not drawn) | -0.8 | i | -0.5 | -1 | -2 | 1 | 1 | 4 | 0 | -4
CCOC(=O)c1oc2cccc(O)c2c1C | 0.0 | nt | -1.3 | -1 | 3 | 0 | -1 | 7 | -7 | -4
OC(c1ccc(Cl)c(Cl)c1)c1ncc(-c2ccc(Cl)cc2)[nH]1 (stereo not drawn) | 2.3 | i | 51* | 13 | 0 | 3 | 0 | 18 | -4 | nt
COc1ccc(C(C#N)=Cc2ccc(OC)c(OC)c2)cc1 | 0.0 | i | 0.0 | -27 | 1 | -8 | -8 | 1 | 1 | nt
COc1ccc(-c2c(C(F)(F)F)nn(C)c2NC(=O)c2ccco2)cc1 | -2.2 | i | 0.1 | 1 | -1 | 0 | 4 | 17 | -7 | -11
O=C(COC(=O)c1ccc[nH]c1=O)NC1CCCCCCC1 | -1.0 | i | -1.2 | 0 | -3 | -3 | 2 | 2 | 6 | -4
CC(C)(C)OC(=O)C[C@H]1C/C=C\C[C@@H](CC(=O)N[C@H](CO)Cc2ccccc2)C(=O)N2CCC[C@H]2COC1=O | -1.0 | i | -0.4 | 5 | -1 | -6 | 0 | 9 | 4 | -2
COc1ccc(/C=C2\N=C3CCCCCN3C2=O)cc1 | 1.2 | i | 0.0 | -21 | -1 | -3 | -7 | 6 | -1 | -9
C/C(=N\NC(=O)CNc1cccc2ccccc12)c1ccccc1 | 1.8 | nt | 0.1 | -1 | 3 | 21 | -7 | 2 | -17 | -11
COc1ccc(S(=O)(=O)CCC(=O)NCCc2ccc(Cl)cc2)cc1 | -0.8 | i | -1.0 | 3 | -1 | 0 | -5 | -5 | 1 | 6
O=S(=O)(/N=C(/Nc1ccc(Cl)c(S(=O)(=O)Nc2ccccc2Cl)c1)c1ccc(F)cc1)c1ccccc1 | 3.1&3.5 | i | -0.2&-0.2 | -4&9 | 1&2 | 41*! | 2&17 | 7&4 | -5&-5 | -12&-9
CC(NC(=O)c1ccc(C(C)(C)C)cc1)C(c1cccs1)N1CCOCC1 (stereo not drawn) | 0.9 | i | -0.5 | 2 | 0 | -4 | 20 | -3 | -1 | 1
CN(C(=O)COC(=O)c1cc(-c2ccc(Cl)s2)nc2ccccc12)C1CCS(=O)(=O)C1 (stereo not drawn) | 2.2 | i | -0.6 | 4 | 2 | -2 | 1 | -3 | 3 | -5
COc1ccc(-n2c(SCC(=O)N3CCN(c4ccccc4)CC3)nc3c(c2=O)SCC3)cc1 | 0.6 | i | -0.4 | -13 | 0 | 7 | -3 | 4 | 2 | 6
CCC(CC)c1nnc(NC(=O)c2ccc3c(c2)OCO3)s1 | 0.2 | i | -0.1 | 0 | 9 | -8 | 8 | -6 | -2 | -4
O=C(Nc1ncc(Cc2cccc(Cl)c2)s1)c1cccs1 | 4.6 | i | -0.2 | 1 | 1 | 10 | 0 | 27 | -10 | -2
N=c1nc(-c2ccccc2)ccn1O | 0.5 | i | -0.7 | -3 | -2 | 4 | -7 | 6 | -2 | -3
O=C(NCc1ccc2c(c1)OCO2)C1CC(c2ccc(Cl)c(Cl)c2)=NO1 (stereo not drawn) | 1.1 | i | -1.4 | 1 | -1 | -8 | -3 | 3 | -5 | -4
CCCc1cc(=O)[nH]c(SCC(=O)NCCC2=CCCCC2)n1 | -1.1 | i | 0.4 | 1 | -2 | -2 | 4 | 7 | -2 | -6
COc1ccc(C(=O)/C=C/NCc2ccc(F)cc2)cc1OC | 1.3 | i | -0.4 | -4 | 1 | 3 | -10 | 6 | -4 | 3
Fc1ccc(Cn2cccc2C2=NC(c3ccccc3)CO2)cc1 (stereo not drawn) | 0.5 | i | -1.4 | 18 | 0 | 0 | 3 | -14 | 6 | 7
Cc1ccccc1Nc1c([N+](=O)[O-])ccc2c1=NC1(CCCCC1)N=2 | 1.1 | i | -0.9 | -19 | -2 | 0 | 1 | 25 | -4 | -9
O=C(Nc1ccc(Br)cc1)C1CCCN(C2=NS(=O)(=O)c3ccccc32)C1 (stereo not drawn) | 0.7 | i | -0.3 | 0 | -3 | 6 | 23 | -1 | 1 | 9

Screening results as filed in PubChem BioAssay.
